Screening results from PubChem BioAssay.
PLCb3 inh: blocks human PLC-beta3 enzyme activity. AID 720704. inhibition, % at 12.2 µM. Purified PLC-beta3, fluorogenic substrate, fluorescence. 0.18% of 370,000 active; in the data active means inhibition above about 11%;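 further: 0% = median of compound wells on plate and 100% = full blocker control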
Target sequence (Q01970 whole entry, looked up): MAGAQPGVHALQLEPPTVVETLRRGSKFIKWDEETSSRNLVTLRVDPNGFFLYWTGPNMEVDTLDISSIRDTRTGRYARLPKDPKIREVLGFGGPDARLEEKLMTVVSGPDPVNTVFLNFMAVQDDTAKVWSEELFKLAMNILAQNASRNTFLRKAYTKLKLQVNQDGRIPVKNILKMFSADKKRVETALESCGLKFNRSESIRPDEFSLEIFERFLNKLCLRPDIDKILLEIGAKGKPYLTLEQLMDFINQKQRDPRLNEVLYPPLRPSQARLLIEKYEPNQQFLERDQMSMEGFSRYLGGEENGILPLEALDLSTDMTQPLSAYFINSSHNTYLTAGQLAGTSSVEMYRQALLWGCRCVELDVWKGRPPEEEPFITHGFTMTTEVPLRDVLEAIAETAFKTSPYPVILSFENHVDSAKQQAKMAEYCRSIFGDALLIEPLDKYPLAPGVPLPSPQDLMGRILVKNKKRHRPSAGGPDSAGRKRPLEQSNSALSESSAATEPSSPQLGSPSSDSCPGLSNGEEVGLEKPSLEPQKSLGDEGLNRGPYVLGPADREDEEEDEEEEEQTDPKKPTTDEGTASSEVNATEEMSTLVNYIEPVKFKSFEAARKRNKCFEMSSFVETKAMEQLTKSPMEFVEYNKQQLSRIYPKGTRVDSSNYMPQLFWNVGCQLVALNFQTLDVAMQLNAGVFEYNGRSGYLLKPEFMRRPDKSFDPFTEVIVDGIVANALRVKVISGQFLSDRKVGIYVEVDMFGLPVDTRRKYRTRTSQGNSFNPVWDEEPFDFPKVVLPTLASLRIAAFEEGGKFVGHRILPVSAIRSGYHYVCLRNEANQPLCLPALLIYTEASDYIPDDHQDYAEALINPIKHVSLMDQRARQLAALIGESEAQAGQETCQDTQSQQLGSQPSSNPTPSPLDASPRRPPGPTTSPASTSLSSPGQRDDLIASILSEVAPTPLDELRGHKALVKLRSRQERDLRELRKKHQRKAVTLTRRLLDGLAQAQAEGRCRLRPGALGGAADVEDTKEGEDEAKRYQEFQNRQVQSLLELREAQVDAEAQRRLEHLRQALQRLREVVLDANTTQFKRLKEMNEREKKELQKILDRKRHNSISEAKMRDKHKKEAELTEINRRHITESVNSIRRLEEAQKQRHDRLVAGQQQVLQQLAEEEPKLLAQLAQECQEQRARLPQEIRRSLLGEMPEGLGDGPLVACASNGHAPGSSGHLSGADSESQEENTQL
ADAM17 inh: inhibitors of human ADAM17; inhibition, % at 6.95 µM; 0.83% of 370,000 active; recombinant ADAM17, EDANS/DABCYL FRET peptide cleavage;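 active means inhibition above the mean of compounds lying between control limits plus 3 SD, set per campaign, cut at about 8.5% in these data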;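 further: 0% = DMSO-only wells as the low control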
DAX1 inh-1: inhibits human nuclear receptor DAX1 | P51843 | HEK293 Gal4-DAX1 luciferase reporter, luminescence | inhibition, % at 6.75 µM | 0.99% of 340,000 active | AID 504766;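 active means inhibition above the mean over all tested compounds plus 3 SD, cut at about 4.2% in these data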;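 further: 0% = DAX1-transfected cells with DMSO and 100% = empty-vector control cells with DMSO; inhibition shows as a rise in luminescence from relieved DAX1 repression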
MBD2 DNA inh: blocks human MBD2 binding to methylated DNA | TR-FRET, MBD2 binding to methylated oligonucleotide | 0.31% of 370,000 active | AID 686964 | inhibition, % at 4.4 µM | Q9UBB5; in the data active means inhibition above about 13%
NR1D1 modulator: modulators of human Rev-erb alpha DNA binding; 0.79% of 370,000 active; activity, % at 10 µM; AID 1259318; Rev-erbα–FITC-DNA binding, fluorescence polarization, 90 min; P20393;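 active means activity above about 14%, limit read from the data; passing the limit was not always enough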;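 further: 0% = DMSO wells with 35 nM protein and 100% = DMSO wells with 750 nM protein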
ssDAF12 agonist: activates DAF-12 receptor from parasite S. stercoralis; HEK293 ssDAF-12/GRIP1 lit1-tk-luc reporter, luminescence; % of 3 µM dafachronic acid response; activation, % at 6.8 µM; 1% of 370,000 active;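 active means activation above the mean over all tested compounds plus 3 SD, cut at about 0.9% in these data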;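 further: 0% = DMSO-only wells and 100% = 3 µM delta7-dafachronic acid wells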
hgDAF-12 ag: activates the H. glycines DAF-12 receptor ligand-binding domain. 1.8% of 370,000 active. activation, % at 6.8 µM. HEK293 GAL4-hgDAF12 UAS-luciferase reporter, agonist luminescence; normalized to butyrate control;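 active means activation above a cutoff set at the mean of all screened compounds plus 3 SD, cut at about 10% in these data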;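 further: 0% = DMSO wells and 100% = sodium butyrate wells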
PLC-gamma1 inh: inhibitors of human phospholipase C gamma1; 0.84% of 370,000 active; P19174; inhibition, % at 12.2 µM; purified PLC-gamma1, fluorogenic substrate, fluorescence; in the data active means inhibition above about 9.5%
hcDAF12 agonist: H. contortus DAF-12 activation, primary screen; HEK293 hcDAF-12 lit1-tk-luc reporter, luminescence; 0% DMSO, 100% Δ7-dafachronic acid; activation, % at 6.8 µM; 1.4% of 370,000 active; AID 652067;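 active means activation above the mean of all tested compounds plus 3 SD, cut at about 5.5% in these data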;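 further: 100% = response to 3 µM Δ7-dafachronic acid high control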
SMARCA2 act: activators of SMARCA2 function | MG213 cells, MMTV-luciferase reporter, dexamethasone, overnight | activation, % at 9.1 µM | 1% of 370,000 active | AID 652017; in the data active means activation above about 7.8%;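 further: 0% = vehicle wells and 100% = reference activator wells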
DAX1 inh-2: blocks DAX1 repression of SF-1 activated StAR promoter; 1.1% of 370,000 active; inhibition, % at 6.8 µM; AID 652010; HEK293T StAR-luciferase reporter, SF-1/DAX-1 repression relief;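 active means inhibition above the mean over all tested compounds plus 3 SD, cut at about 3.6% in these data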;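 further: 0% = DAX-1 cells with DMSO and 100% = cells lacking DAX-1 with DMSO; higher inhibition means more luminescence from relief of DAX-1 repression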
Numbers without * were called inactive; / = not tested or not shown.

SMILES,hgDAF-12 ag,PLCb3 inh,hcDAF12 agonist,DAX1 inh-1,ssDAF12 agonist,MBD2 DNA inh,NR1D1 modulator,ADAM17 inh,DAX1 inh-2,PLC-gamma1 inh,SMARCA2 act
COc1ccc(/C=C/c2nnc(NC(=O)CSc3ccc(C)cc3)s2)cc1,3.1,-33,0.1,-0.1,-0.6,-6,-3,-6,0.6,-15,-2
COc1ccc(/C=N/S(=O)(=O)c2ccccc2)cc1OC,7.1,-2,0.9,-0.3,-1.2,8,0,-13,-0.3,-6,-2
CN(C)C(=O)c1noc2cc([N+](=O)[O-])ccc12,0.0,2,-0.5,1.5,-1.2,-3,0,2,0.1,7,3
Cc1cccc(NC(=O)c2ccc(S(=O)(=O)N(C)C)cc2)c1,1.5,5,-1.0,0.5,-1.1,-5,1,3,0.6,2,4
CC1(C)CC(=O)N(c2cc(Cl)cc(Cl)c2)C(=O)C1,-1.9,1,-1.2,0.5,-1.2,-2,3,-4,-0.5,0,-1
COc1cc(/C=C/C(=O)c2ccc([N+](=O)[O-])o2)ccc1O,-1.8,-2,-1.7,0.1,-1.2,1,-3,-3,-0.7,-3,2
C[C@@H]1CN([C@@H](C)CO)C(=O)c2cc(-c3cccnc3)cnc2O[C@H]1CN(C)C(=O)c1cccc(F)c1,0.4,0,0.0,6.5*,-0.2,-1,0,1,-0.4,4,5
CCOC(=O)C1CCCN(C(=O)Cn2ncc3c([nH]c4ccccc43)c2=O)C1 (stereo unspecified),0.7,-4,1.4,0.3,-0.7,4,-1,-7,-2.8,-3,0
CC1CCCCC1NC(=O)COC(=O)c1ccc2c(c1)OCCO2 (stereo unspecified),-2.0,-3,0.0,-0.6,-1.5,-2,-1,5,2.0,0,-3
Cc1ccc([C@@H]2[C@@H]3C(=O)N(C)C(=O)[C@@H]3[C@]3(C)C(=O)N(CCO)CC(=O)N23)o1,0.3,-5,-0.3,-0.3,-0.8,6,-5,-3,-0.1,-2,2
O=C(O)CCCC(=O)OCc1c(-c2ccccc2)ncc2ccccc12,0.0,-4,-1.2,0.1,-0.9,5,3,-7,0.1,1,-1
O=C(CSc1nn(-c2ccccc2)c(=S)s1)Nc1ncccn1,-0.2,-4,-1.6,1.9,-1.1,-5,5,1,0.7,-4,0

(next part)
SMILES,hgDAF-12 ag,PLCb3 inh,hcDAF12 agonist,DAX1 inh-1,ssDAF12 agonist,MBD2 DNA inh,NR1D1 modulator,ADAM17 inh,DAX1 inh-2,PLC-gamma1 inh,SMARCA2 act
O=C(CCN1C(=O)C2C3C=CC(C3)C2C1=O)N1CCCCC1 (stereo unspecified),0.0,0,-2.1,-1.0,-1.5,0,-1,-16,-0.3,1,-2
Cc1cc(C)cc(N2CC(C(=O)Nc3cc(C)on3)CC2=O)c1 (stereo unspecified),-0.4,-4,0.0,0.4,-0.9,-3,-2,1,0.1,0,1
Cc1noc(C)c1NC(=O)N(C)C[C@@H]1Oc2cc(Br)ccc2S(=O)(=O)N([C@@H](C)CO)C[C@H]1C,0.4,1,-0.4,0.3,-0.7,-4,2,1,0.6,3,1
Cc1sc2nc(CSc3nnnn3-c3ccc(Cl)cc3)[nH]c(=O)c2c1C,0.1,-21,-1.1,1.5,-1.1,5,-4,-6,-0.3,-24,-3
O=C(COc1ccccc1C(=O)c1cnn(-c2ccccc2)c1)Nc1ccc2ccccc2c1,11*,3,2.9,1.2,1.3*,-1,-7,-1,1.9,5,6
Cc1ccc(C2NC(=S)NC3=C2C(=O)CCC3)cc1 (stereo unspecified),-0.2,-8,-0.1,-0.3,-1.5,14*,-3,-6,0.0,-1,-1
COc1ccc(NC(=O)COc2cccc3c2OC(C)(C)C3)cc1OC,-6.8,-3,-2.7,-0.4,-1.3,0,-2,1,-3.4,-2,-2
CC(C)CCNC(=O)C(c1ccco1)N(CCCO)C(=O)Cn1nnc(-c2ccc(F)cc2)n1 (stereo unspecified),-0.3,0,-1.2,0.5,-1.8,-5,-4,1,-0.3,0,-3
CCc1ccccc1N1CC(C(=O)Nc2nccs2)CC1=O (stereo unspecified),-0.5,-5,-1.4,0.2,-0.7,1,-3,-5,-0.5,2,0
CCCC(=O)Nc1ccc(NC(=O)c2ccccc2Cl)nc1,3.0,3,-0.3,1.7,-0.4,-3,-4,3,1.2,3,-3
COc1ccc(C2/C(=C(\O)c3ccc4c(c3)OCCO4)C(=O)C(=O)N2CCCN(C)C)c(OC)c1 (stereo unspecified),1.3,-2,0.2,-0.7,-0.1,-4,-5,-3,0.9,-6,0
O=C(CCCCO)CCCCCCCC[C@H]1N[C@H](CO)[C@H](O)[C@@H]1O[C@@H]1O[C@H](CO)[C@@H](O)[C@H](O)[C@H]1O,2.1,-2,2.0,-0.3,-1.5,2,-3,-5,0.6,0,0

New compounds follow.
SMILES,hgDAF-12 ag,PLCb3 inh,hcDAF12 agonist,DAX1 inh-1,ssDAF12 agonist,MBD2 DNA inh,NR1D1 modulator,ADAM17 inh,DAX1 inh-2,PLC-gamma1 inh,SMARCA2 act
Cc1ccc(NC(=O)CN(C)C(=O)COC(=O)c2nc3nccc(C)n3n2)cc1,2.5,-2,0.3,-0.3,-0.7,-4,4,0,0.4,1,-2
COC(=O)c1ccc(CSc2nnc(SCc3ccc(C(=O)OC)o3)s2)o1,-0.6,-8,1.7,1.5,-0.9,5,-2,-2,0.0,-7,-2
CC(=O)Nc1nonc1NC(=O)CSc1ncn[nH]1,-0.8,2,0.1,0.8,-1.5,-3,6,-1,0.2,2,-1
CC(NC(=O)Cn1cc([N+](=O)[O-])cn1)c1ccc(C(C)(C)C)cc1 (stereo unspecified),-2.4,-7,0.4,-1.5,-1.5,1,-2,-1,0.1,-1,-2
Cc1ccc(S(=O)(=O)N2CCC(C(=O)NCCc3ccccc3)CC2)cc1,-1.9,0,2.2,0.7,-0.6,4,-5,-3,0.8,-1,0
COc1cccc(NS(=O)(=O)c2cc3c(cc2C)N(C)CCO3)c1,-3.8,3,-0.1,0.1,-1.0,1,2,3,-1.8,1,-2
CCOC(=O)C1=C(C(=O)OCC)c2ccc(OC)c(OC)c2C1,-1.4,-51,-0.5,0.1,-1.6,0,5,-11,0.0,-36,-7
COc1ccc(-c2ccc(CN3C(C)C(=O)N(Cc4cn(CCC5OCCO5)nn4)CCS3(=O)=O)cc2)cc1 (stereo unspecified),-0.3,-13,-2.5,0.8,-1.4,0,5,-6,1.3,-7,-3
COc1ccc(-c2cc(C(=O)NC(Cc3cc4ccccc4[nH]3)C(=O)O)c(C)o2)cc1OC (stereo unspecified),10,-12,3.8,-0.5,0.8,-3,-4,-2,1.5,-6,11*
CNC(=O)NC(=O)CSc1ccc(S(=O)(=O)N2CCOCC2)cn1,2.1,-5,-0.9,-0.3,-1.2,-7,-2,-1,0.1,2,1
Cc1cccc(C(C)C)c1NC(=O)COC(=O)Cc1ccsc1,-1.0,-1,-1.2,0.2,-1.3,-4,3,-1,-0.8,2,-2
CC(Oc1ccccc1Cl)C(=O)Nc1ccc(S(=O)(=O)Nc2nccs2)cc1 (stereo unspecified),1.8,-7,-0.1,1.3,-0.8,-2,2,-36,2.2,-3,0

More records.
SMILES,hgDAF-12 ag,PLCb3 inh,hcDAF12 agonist,DAX1 inh-1,ssDAF12 agonist,MBD2 DNA inh,NR1D1 modulator,ADAM17 inh,DAX1 inh-2,PLC-gamma1 inh,SMARCA2 act
CC(NC(=O)COC(=O)c1ccccc1Nc1ccccc1)c1ccccc1 (stereo unspecified),0.2,-9,0.4,1.6,-1.4,1,1,-3,-0.5,-9,-1
O=C(Nc1cccc(-c2nc3ccccc3[nH]2)c1)c1ccccn1,0.4,-9,1.1,0.2,-0.4,0,0,-1,-0.6,-6,3
CCC(C)NCCCCOc1ccc(C)cc1[N+](=O)[O-] (stereo unspecified),0.1,3,-0.9,0.9,-1.3,5,1,-2,0.3,5,-2
Cc1ccc(S(=O)(=O)NCc2cn3ccsc3n2)c(C)c1,-0.4,2,-2.1,0.5,-1.1,-1,0,-6,0.2,-1,0
N#CC1(c2ccccc2)CCCN1C(=O)c1ccccc1Cl (stereo unspecified),-1.1,6,-1.3,0.1,-1.5,5,-2,-2,-0.4,1,-2
Cc1cccc(OCCCC(=O)N2CCCCCC2)c1C,-0.3,-5,-2.9,3.0,-1.2,-1,-3,-1,-0.4,3,0
CC(On1c(-c2ccccc2)nc2ccc(Cl)cc21)C(=O)O (stereo unspecified),4.1,0,0.2,1.7,-0.4,-2,-1,-1,1.2,-2,5
CC[C@H](C)[C@H](NC(=O)c1ccc(Cl)cc1)C(=O)OCC(=O)c1c(N)n(C)c(=O)n(C)c1=O,-2.2,6,-0.4,-0.8,-1.6,-7,-1,5,-0.8,4,-3
CC(=O)n1cc([C@@H]2C=C(C(=O)NCc3ccccc3)O[C@H](OCc3ccc(CO)cc3)C2)c2ccccc21,-1.8,-34,-1.7,-1.5,-1.2,-4,-1,-2,-1.2,-25,2
COCCNC(=O)c1cc2c(-c3ccccc3F)nn(C)c2s1,-2.5,-46,-0.9,0.0,-0.4,6,-8,-51,-0.7,-40,-1
Cc1ccccc1CCNC(=O)Cn1ccc2cc(S(=O)(=O)N3CCCC3)ccc21,-2.2,-6,-1.6,-0.3,-1.4,1,6,-2,-0.6,5,0
COc1ccccc1C(=O)n1nc(-c2ccc(Cl)cc2)nc1N,3.6,2,-0.8,1.2,-0.9,0,-2,-1,0.5,2,1

Later entries:
SMILES,hgDAF-12 ag,PLCb3 inh,hcDAF12 agonist,DAX1 inh-1,ssDAF12 agonist,MBD2 DNA inh,NR1D1 modulator,ADAM17 inh,DAX1 inh-2,PLC-gamma1 inh,SMARCA2 act
COc1cccc(NC(=O)[C@H](CC(C)C)NC(=O)N2CCn3c2nc2ccccc23)c1,1.2,-3,-0.2,-0.6,-0.5,-7,5,8,-0.1,0,-3
Cc1cc(OC(C)C(=O)Nc2ccccc2C(=O)N2CCCC2)ccc1Cl (stereo unspecified),-3.0,-7,-1.5,-0.6,-0.5,-3,-3,-5,-1.5,1,0
CCOC(=O)C(=O)NNc1ccc(Cl)cc1,-1.6,2,1.2,0.9,-0.9,-1,7,-3,0.2,-1,3
Cc1c(N2C(=O)/C(=C\C3CC=CCC3)SC2=S)c(=O)n(-c2ccccc2)n1C (stereo unspecified),3.5,-3,-1.2,-1.6,-1.0,-5,-3,-1,0.1,-2,1
COc1ccc(CC(=O)OC(C)CN2CCOCC2)cc1 (stereo unspecified),-0.1,-3,0.3,1.0,0.2,-4,-3,-4,-0.5,2,-3
COc1ccc(C2/C(=C(/O)c3ccccc3)C(=O)C(=O)N2c2ccccn2)c(OC)c1 (stereo unspecified),0.8,-2,1.6,0.6,-1.4,3,-4,2,-1.0,0,0
COc1ccccc1N1CC(C(=O)Nc2nnc(SC)s2)CC1=O (stereo unspecified),4.0,-10,0.7,1.4,-0.5,-2,-6,-4,3.4,-3,-1
O=C(NCc1ccccn1)C1CCN(S(=O)(=O)c2cccs2)CC1,-1.1,5,-1.3,1.2,-0.6,-1,3,-1,-0.8,3,-4
C=CCN(Cc1ccc2c(c1)OCO2)C(C#Cc1ccccc1)c1ccccc1C(F)(F)F (stereo unspecified),2.0,-3,-1.3,/,-1.3,3,-4,-5,-1.2,-3,-4
O=C(CN1C(=O)/C(=C\c2ccccc2Cl)Sc2ccccc21)NCCCN1CCOCC1,-0.7,-74,3.8,-0.5,-0.5,0,-2,-2,-0.8,-42,-1
